BCR signal inh – chronic active BCR signaling inhibition. actives 0.05% (n = 340,000). AID 493014. ABC-DLBCL IkBa-CBG/CBR reporter, luminescence ratio, 4 h. Potency, µM (series often up to 46.1 µM), without a hit: at the highest dose ratio change, negative = lower green/red ratio, usual class: inhibitors; active means well fitted inhibition curve with a large enough effect in the signal ratio, with a control signal flat, not every such curve was filed as active; inconclusive means small, poorly fitted or top-dose-only effect, or effect the other way, or a change in a side signal; the % refers to the signal ratio;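 further: potency means the concentration at half of the fitted maximal effect; plate controls were basal doxycycline-induced cells for no effect and cells given 10 µM MG132 for full effect; MG132 reads +100%, hits lower the ratio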
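Compounds up to 46 uM were incubated four hours with TMD8 cells whose green CBG68 luciferase is fused to IkappaBalpha; red CBR luminescence normalised the signal, and concentration-effect curves were fitted to fusion, red and ratio data.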
AT treatment – potential ataxia-telangiectasia treatments restoring KAP-1 phosphorylation; […] A-T fibroblasts, KAP-1 phosphorylation AlphaLISA; neocarzinostatin DNA damage 30 min before lysis; Potency, µM (highest dose often 57.5 µM), for inactives: at the top dose activation, hits mostly activators; actives 0.19% (n = 320,000); further: potency means the concentration at half of the fitted maximal effect; % of control where 0% means no effect; nearly all actives have a fitted effect of over 45% in size
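hTERT-immortalized A-T patient fibroblasts ([…]), 500 cells/well in OPTI-MEM, 1% FBS, got compounds for 60 min, then NCS for 30 min at 37C. Lysates were then assayed for phospho-KAP-1 by AlphaLISA (anti-pKAP1 donor, anti-KAP1 acceptor beads), 6 hr at 25C.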
TSHR antagonist – human thyrotropin receptor antagonism; actives 0.2% (n = 330,000); P16473; activity change, negative = inhibition, % at 11.5 µM; TSHR-expressing cells, TSH-stimulated cAMP HTRF, 2 h; stronger effect = lower value; AID 504810;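 active means activity change below a set negative limit, meaning inhibition stronger than a set level, cut at about -70% in these data; inconclusive means activity change between two set negative limits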; further: on the % scale 0 is the no-effect control and ±100 the full control effect
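Antagonism was scored as loss of TSH-driven cAMP in TSHR cells, stimulated with 4nM TSH (EC80) for 2 hours at 37 deg C and detected by homogeneous HTRF competition immunoassay.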
TSG101-PTAP inh – blocks PTAP/TSG101 interaction to inhibit HIV-1 budding; Q99816; Fluorescence polarization, FITC-PTAP peptide / Tsg101 binding; 340,000 tested, under 10 active; AID 493005; Potency, µM (doses to about 115 µM), without a hit: at the top dose activity change, negative = inhibition, hits mostly inhibitors; active means well fitted inhibition curve with a large enough effect in the main read-out, with a control signal flat, not every such curve was filed as active; inconclusive means small, poorly fitted or top-dose-only effect, or effect the other way, or a change in a side signal; inactive means no such curve, though single readings can be large or run the other way; further: potency means the concentration at half of the fitted maximal effect; % of control where 0% means no effect
Target sequence (Q99816 whole entry, looked up): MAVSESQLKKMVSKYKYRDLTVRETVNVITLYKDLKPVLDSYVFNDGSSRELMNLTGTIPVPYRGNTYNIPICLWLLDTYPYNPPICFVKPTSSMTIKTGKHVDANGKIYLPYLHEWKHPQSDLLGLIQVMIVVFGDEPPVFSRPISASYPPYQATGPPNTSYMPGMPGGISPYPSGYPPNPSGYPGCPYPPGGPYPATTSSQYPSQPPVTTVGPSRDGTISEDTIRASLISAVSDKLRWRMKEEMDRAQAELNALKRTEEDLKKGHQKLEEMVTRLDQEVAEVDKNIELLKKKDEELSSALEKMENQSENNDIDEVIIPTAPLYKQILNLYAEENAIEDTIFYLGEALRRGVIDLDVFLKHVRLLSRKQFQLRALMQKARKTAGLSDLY
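Fluorescence anisotropy tracks displacement of a FITC-tagged PTAP peptide (50 nM) from the Tsg101 binding domain (10 uM), following a 20 min room-temperature incubation at pH 7.5.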
Mito fusion yeast – mitochondrial division inhibition or fusion activation. S. cerevisiae fusion-defective mutant growth rescue, CellTiterGlo 48 h. Potency, µM (highest dose often 46.1 µM), for the others: at the top dose growth rescue (activation), usual class: activators. actives 0.23% (n = 320,000);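 further: potency means the concentration at half of the fitted maximal effect; % of control where 0% means no effect; nearly all actives have a fitted effect of over 45% in size; temperature-sensitive fusion mutants such as fzo1-1 at 37 °C on non-fermentable ethanol glycerol medium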
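Growth-rescue viability read-out: after 48 h at the non-permissive 37C in glycerol/ethanol YPEG, yeast mitochondrial fusion mutants are measured by CellTiterGlo luminescence; compounds (23 nl pinned per well) restoring growth score as division inhibitors or fusion activators.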
Tb PFK inh – inhibitors of T. brucei phosphofructokinase. Potency, µM (top dose mostly 57.5 µM), for the others: at the highest dose activity, negative = inhibition, actives largely listed as inhibitors. AID 485367. O15648. T. brucei PFK, ADP-Glo luminescence. actives 0.17% (n = 330,000);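 further: potency means the concentration at half of the fitted maximal effect; 0% = uninhibited 1x PFK enzyme wells and -100% = no-enzyme wells; nearly all actives have a fitted effect of over 60% in size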
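PFK 1.25 nM, F6P 0.5 mM, ATP 0.1 mM, 0.1 M TEA pH 8.0, 5 mM MgCl2, 0.01% Tween20, 0.1% BSA; 45 min RT. ADP-Glo readout. qHTS titration up to 57 uM; curves fitted, compounds curve-classed.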
ELG1 repair inh – ELG1-dependent DNA repair inhibition. AID 504467. HEK293T ELG1-luciferase reporter, luminescence, 16 h; DNA damage induced by 5-fluorouridine. actives 2.3% (n = 330,000). Potency, µM (highest dose often 46.1 µM), for inactives: top-dose activity change, negative = inhibition, usual class: inhibitors; further: potency means the concentration at half of the fitted maximal effect; on the % scale 0 is the no-effect control and ±100 the full control effect; nearly all actives have a fitted effect of over 55% in size
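Quantitative HTS, concentration-response format. 2,000 cells/well co-treated with 5-fluorouridine and compound, 16 hr in 5% CO2 at 37 °C; ONE-Glo luminescence read after 30 min.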
TCR activator – activates T cell receptor signaling. AID 504894. Potency, µM (highest dose often 9.22 µM), for inactives: at the top dose activation of IL-2 secretion, hits mostly activators. primary human leukocytes, anti-CD3, IL-2 HTRF, 48 h. 330,000 tested, under 10 active; further: % of control where 0% means no effect
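Activity was scored as IL-2 release from primary human leukocytes given only a TCR signal (a-CD3 beads) plus compound for 48 hr. Detection used a two-antibody HTRF format read at 665nm.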
Integrin act MD – activates integrin-mediated alleviation for muscular dystrophy; alpha7betagal myoblasts, beta-gal FDG fluorescence, 48 h; Potency, µM (highest dose often 38.3 µM), without a hit: top-dose activation, usual class: activators; actives 0.064% (n = 350,000); AID 624291;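 further: potency means the concentration at half of the fitted maximal effect; 100% = response of the positive control SU9516; nearly all actives have a fitted effect of over 60% in size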
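alpha7betagal+/- myoblasts (passage 13, 250/well) treated 48 h at 37C with compounds at 1:260 dilution of DMSO stock. Lysed, then beta-galactosidase activity read as FDG fluorescence (ex 480/em 540) after 30 min, with pre-read for autofluorescence.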
Eya2 phos inh – blocks the phosphatase activity of human Eya2. actives 0.006% (n = 330,000). Potency, µM (highest dose often 76.9 µM), inactives show at the highest dose activity, negative = inhibition, most hits filed as inhibitors. recombinant Eya2, OMFP fluorescence dephosphorylation (OMFP is methylfluorescein phosphate). O00167; further: potency means the concentration at half of the fitted maximal effect; on the % scale 0 is the no-effect control and ±100 the full control effect
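Eya2 protein (added as 0.2 uM solution) was preincubated with compound for 10 min at ambient temperature in 50 mM HEPES pH 7.5, 50 mM NaCl, 5 uM MgCl2, 0.05% BSA, 1 mM DTT. OMFP (added at 50 uM) then reacted 10 min; fluorescence read at 485/525 nm.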
ASM inhibitor – human S-ASM enzyme inhibition; actives 0.006% (n = 340,000); Potency, µM (doses to about 57.5 µM), for the others: top-dose activity change, negative = inhibition, hits mostly inhibitors; placental ASM, HMU-PC fluorogenic substrate, 60 min; AID 504937; further: potency means the concentration at half of the fitted maximal effect
Target sequence (P17405 47-631 limits assumed): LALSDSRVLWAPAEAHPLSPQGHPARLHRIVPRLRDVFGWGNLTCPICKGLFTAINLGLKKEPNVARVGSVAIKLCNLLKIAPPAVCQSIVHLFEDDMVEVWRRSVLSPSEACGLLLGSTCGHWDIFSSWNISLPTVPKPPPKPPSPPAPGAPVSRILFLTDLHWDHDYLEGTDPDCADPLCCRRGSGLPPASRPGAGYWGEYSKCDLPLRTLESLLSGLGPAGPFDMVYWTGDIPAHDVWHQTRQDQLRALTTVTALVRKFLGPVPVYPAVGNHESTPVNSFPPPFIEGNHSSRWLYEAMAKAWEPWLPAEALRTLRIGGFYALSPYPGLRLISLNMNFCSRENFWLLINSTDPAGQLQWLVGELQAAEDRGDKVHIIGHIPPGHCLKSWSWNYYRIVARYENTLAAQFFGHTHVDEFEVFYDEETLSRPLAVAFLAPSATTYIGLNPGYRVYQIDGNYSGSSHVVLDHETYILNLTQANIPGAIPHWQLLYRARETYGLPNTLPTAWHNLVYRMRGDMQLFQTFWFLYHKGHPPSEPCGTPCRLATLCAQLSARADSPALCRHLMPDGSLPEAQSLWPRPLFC
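qHTS format. ASM enzyme prepared from human placenta hydrolyses the fluorogenic substrate HMU-PC0 (9 uM final) over 60 min at 37 °C after a 10 min compound preincubation.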
* marks the source's active call; other numbers are inactive results; ? = inconclusive; · = no result given; [ ] = remark or other dose. Unless noted, the call rests on the fitted dose curve; in most records, active means well fitted curve in the direction sought with a large enough effect; inconclusive means small, poorly fitted or top-dose-only effect, or another doubt; inactive means no such curve, though single readings can be large; an effect the other way counts as inactive or inconclusive.

molecule	BCR signal inh	AT treatment	TSHR antagonist	TSG101-PTAP inh	Mito fusion yeast	Tb PFK inh	ELG1 repair inh	TCR activator	Integrin act MD	Eya2 phos inh	ASM inhibitor
O=C(c1cccc(S(=O)(=O)N2CCOCC2)c1)N(CCO)Cc1ccccc1	21%	-4%	16	-4%	-1%	0%	15%	9%	3%	-21%	3%
Cc1ccc(SC[C@H](c2ccccc2)N2CCN(CCc3ccccc3)CCC2=O)cc1	4%	0%	-2	0%	-55%[inhibitor]	-1%	23%	9%	31%	-7%	-1%
O=C(CC(NS(=O)(=O)c1ccc(Cl)cc1)c1ccco1)NCc1cccnc1 (configuration not stated)	-2%	3%	3	-3%	0%	0%	2%	8%	7%	-4%	0%
O=c1c2cccc3c2c(nn1-c1ccccc1)-c1ccccc1-3	8%	2%	-2	-16%	1%	-2%	2%	-6%	13%	1%	8%
Cc1cccc(Nc2nnc(SCC(=O)NC3CCCc4ccccc43)s2)c1C (configuration not stated)	?	9%	-7	-1%	?	-10%	?	-2%[46.1 µM]	8%	-13%	-8%
COCCn1c(=NC(=O)/C=C/c2ccccc2)sc2cc(NC(C)=O)ccc21	-3%	10%	-15	-4%	26%	6%	-25%	-11%[46.1 µM]	-12%	-3%	88%[activator]
CCC(=O)N(c1nnc(SCC(=O)NN2C(=O)NC3(CCC(C)CC3)C2=O)s1)C1CC1 (configuration not stated)	2%	1%	7	0%	-3%	0%	-2%	1%	-34%	4%	2%
C/C(=N\NC(=O)c1cccc(C)c1)c1ccc(N2CCOCC2)cc1	?	1%	2	-2%	0%	-2%	?	-1%	0%	6%	0%
COc1cc(CNCc2ccc(OC)c(OC)c2OC)cc(OC)c1	0%	0%	8	-3%	-9%	-6%	-15%	-6%	0%	20%	0%
O=C(NC(=S)NCCCN1CCOCC1)c1ccc([N+](=O)[O-])cc1	1%	1%	-2	-2%	0%	2%	10%	-7%[46.1 µM]	0%	1%	1%
CCn1ccc(C(=O)NCc2ccc3c(c2)OCO3)n1	-2%	7%	13	-6%	-3%	-4%	4%	-2%	-1%	-5%	0%
CC(=O)CCc1ccccc1	-7%	-4%	14	-2%	-4%	-9%	15%	1%	20%	-11%	-1%
Cn1c(SCc2ccccc2[N+](=O)[O-])nnc1-c1cccnc1	-7%	-2%	12	-1%	-6%	1%	?	-2%	-2%	-4%	7%
O=C(NCC1CCCO1)c1csc2c1CCCCC2 (configuration not stated)	1%	-8%	6	-6%	0%	-2%	?	3%	3%	-3%	6%
COc1ccc(C(C)(C)C)cc1NC(=O)COC(=O)c1cnc(C)cn1	-2%	-4%	-2	-6%	4%	1%	?	-3%	-5%	13%	1%
Cc1cc(N2C(=O)C3C4C=CC(C4)C3C2=O)ccc1NC(=O)c1cccs1 (configuration not stated)	0%	1%	-6	0%	-5%	?	-2%	-5%[46.1 µM]	2%	3%	6%
Cc1onc(-c2ccccc2Cl)c1C(=O)Nc1c(C)n(C)n(-c2ccccc2)c1=O	9%	·	18	-4%	4%	-3%	0%	-3%	-8%	2%	-2%
O=[N+]([O-])c1ccc(Sc2ncccn2)c([N+](=O)[O-])c1	?	15%	31	-2%	-19%	-6%	?	-3%	-68%[inhibitor]	16%	-1%
O=C(NCCCN1CCOCC1)c1cc2ccccc2o1	-12%	1%	-4	0%	3%	3%	15%	6%	19%	22%	-1%
CCn1c(O)c(/C=N/N=C2CCCCC2)c2cc(C3=NNC(=O)CC3)ccc21	-17%	-5%	13	1%	3%	1%	0%	-2%	6%	0%	55%[activator]
COc1cc(C(=O)CSc2nccn2C)cc(OC)c1OC	-26%	-1%	5	-1%	-3%	4%	0%	-3%	-3%	8%	8%
CC(=O)N1c2ccc(S(=O)(=O)N(C)c3cc(C)ccc3C)cc2CC1C (configuration not stated)	-1%	-16%	-6	4%	-16%	0%	-2%	-9%	27%	12%	1%
COc1ccc(C)cc1NC(=O)CN1CCN(S(=O)(=O)c2ccc(Br)cc2)CC1	0%	-5%	7	-5%	-2%	-13%	-11%	0%	-9%	-13%	-3%
Cc1cc(NC(=O)c2cc(F)c(F)cc2Cl)no1	-2%	0%	-4	-1%	-23%	-6%	21%	1%[46.1 µM]	-18%	-3%	2%
Cc1ccc(NC(=O)CCN2C(=O)NC3(CCCC3)C2=O)c(C)c1	-4%	-1%	22	-3%	3%	0%	1%	-5%	0%	17%	4%
CCNc1nc(-c2ccc(OC(F)F)cc2)c(C)s1	-1%	-2%	-1	0%	5%	1%	?	4%	35%	-16%	-1%
CC1(C)CC(=O)c2sc(NS(=O)(=O)Cc3ccccc3)nc2C1	?	4%	-23	-7%	1%	1%	?	-5%[46.1 µM]	-9%	-3%	0%
CCCOC(=O)c1ccc(Oc2c(-c3ccc(OCC)cc3O)n[nH]c2C)cc1	19%	8%	-12	-12%	?	3%	?	-1%	-36%	-26%	-23%
COc1ccc(CC(=O)OCC(=O)Nc2c(C)n(C)n(-c3ccccc3)c2=O)cc1OC	0%	-9%	-2	-2%	1%	0%	?	-2%	9%	10%	-1%
COc1ccc(-c2cc(C(F)(F)F)nc(SCCC(=O)Nc3cc(C)on3)n2)cc1	·	·	·	-1%	-1%	·	·	0%	1%	·	-3%
O=C(/C=C/c1ccccc1)OCC(=O)c1ccc[nH]1	?	-11%	6	-4%	3%	4%	?	8%	-14%	2%	4%
O=C(CSc1nnc(-c2cccs2)n1Cc1ccccc1)N1CCc2ccccc2C1	-6%	5%	-3	-4%	-8%	-2%	?	-4%	-11%	-10%	0%
CC(=O)c1ccc(NC(=O)c2noc(C(C)C)c2[N+](=O)[O-])cc1	9%	-2%	7	2%	0%	3%	35%	1%	33%	-4%	2%
COCCN(C(=O)COC(=O)C12CC3CC(CC(Cl)(C3)C1)C2)c1c(N)n(Cc2ccccc2)c(=O)[nH]c1=O	-10%	10%	-3	-2%	-2%	-11%	0%	-4%	-1%	9%	31%
CCOC(=O)c1cnc(-c2ccccc2)nc1Oc1cccc(Cl)c1	14%	-1%	0	-7%	1%	-3%	-6%	-1%	9%	4%	?
O=[N+]([O-])c1cc(-c2ccc(C(=S)N3CCOCC3)o2)ccc1Cl	-16%	-1%	-5	-5%	16%	-20%	?	-1%	-20%	-3%	22%
Cc1oc(-c2ccccc2F)nc1CS(=O)CC(=O)NCc1ccc(Cl)cc1 (configuration not stated)	-14%	5%	4	-1%	19%	-1%	-7%	0%	-31%	5%	-2%
CN1CCN(NC(=O)c2cc(-c3cccc(Cl)c3)nc3ccccc23)CC1	13%	1%	7	-1%	-5%	0%	9%	·	-53%[inhibitor]	-3%	-4%
CCCCCC(=O)NC(Cc1ccc(OC)c([N+](=O)[O-])c1)C(=O)O (configuration not stated)	7%	-2%	14	-2%	-7%	-3%	22%	-3%	0%	-21%	5%
CCOc1cccc(NC(=O)c2cnccc2C(F)(F)F)c1	2%	-5%	-1	-1%	4%	-3%	16%	0%	3%	-3%	-1%

Bioassay records from PubChem.
